# Cneo AK release: causes C. neoformans cell lysis. adenylate kinase release luminescence, 4 h; normalised: neutral wells 0, clomiphene wells 100. lysis activity, % at 15 µM. hit rate 0.2% among 360,000. AID 651654;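 active = mean lysis activity across replicates of at least 80%, whatever share of replicates individually reach that level; inactive = mean lysis activity below 80%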
#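 read-out = cell lysis signal | test system = log-phase Cryptococcus neoformans yeast cells | input = cells at 5 × 10^6 per mL | medium = fresh YPD growth medium | signal = luminescent adenylate kinase detection reagent | timing = 4 h at 37 °C static, read 1 h later | dosing = single dose | controls = Clomiphene as positive lysis control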
# esBAF inh: SWI/SNF esBAF complex inhibition. mouse ES cells, Bmi1-luciferase knock-in reporter, 24 h; 100% = twice the neutral-well signal. reporter increase, % at 12.5 µM. hit rate 2% among 350,000; in the data active = activation above about 40%; inconclusive = no clear call, values can overlap the other calls;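 also: 0% = median of the plate's neutral control wells and 100% = double that signal; a rise in the Bmi1 reporter signal indicates esBAF inhibition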
# C2C12 statin: suppressors of simvastatin-induced myotoxicity in C2C12 myotubes; ATP luminescence, 48 h; scaled: DMSO 0, geranylgeraniol control 100; rescue of ATP level, % at 7.49 µM; hit rate 0.78% among 330,000;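 active = mean ATP rescue above about 67%, or every replicate alone reaching that limit, limit read from the data, passing the limit was not always enough; inconclusive = no clear call, values can overlap the other calls; inactive = mean under the limit and some replicate under it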;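 also: myotubes were challenged with 10 µM simvastatin during compound exposure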
# ARNT TACC3 PPI: ARNT/TACC3 interaction disruption. Q9Y6A5. AlphaScreen His-ARNT PAS-B/GST-TACC3 binding, luminescence; TACC3 fragment carries E629A point mutation. inhibition, % at 9.99 µM. hit rate 0.66% among 390,000. AID 623870;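 active = mean inhibition of replicates at least 50% and at least half of replicates each reaching 50%; inconclusive = half or more replicates reach 50% but mean below 50%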;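 also: 0% = complete ARNT plus TACC3 wells and 100% = ARNT alone without TACC3; many hits fall short of the cut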
# ERp5 inh: ERp5 (human) disulfide isomerase inhibition | ERp5 insulin aggregation, absorbance 650 nm, 90 min | inhibition, % at 9.99 µM | hit rate 0.05% among 350,000 | AID 651711;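 active = mean replicate inhibition above about 25%, with every replicate also reaching it, limit read from the data, passing the limit was not always enough; inconclusive = only one of those two criteria met; inactive = neither criterion met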
# Target sequence (Q15084 whole entry, looked up): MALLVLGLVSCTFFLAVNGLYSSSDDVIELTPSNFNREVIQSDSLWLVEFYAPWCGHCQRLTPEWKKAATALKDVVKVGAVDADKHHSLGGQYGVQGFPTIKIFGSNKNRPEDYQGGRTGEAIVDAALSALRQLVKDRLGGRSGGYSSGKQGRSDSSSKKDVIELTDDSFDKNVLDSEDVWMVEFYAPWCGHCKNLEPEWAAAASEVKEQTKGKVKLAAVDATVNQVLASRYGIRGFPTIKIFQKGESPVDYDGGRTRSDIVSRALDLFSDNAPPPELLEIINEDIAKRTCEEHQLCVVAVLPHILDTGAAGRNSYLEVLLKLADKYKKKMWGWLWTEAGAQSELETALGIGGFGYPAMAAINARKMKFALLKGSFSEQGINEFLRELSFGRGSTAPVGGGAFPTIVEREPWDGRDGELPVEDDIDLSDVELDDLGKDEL
# miR-122 sensor: miR-122 inhibition in Huh7 cells; Huh7 miR-122 Renilla luciferase sensor, 48 h; neutral wells = 0, positive control = 100; activation (reporter increase), % at 12.5 µM; hit rate 0.3% among 340,000;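 active = mean replicate activation score at least 90 and every replicate individually at or above 90; inconclusive = only one of the two criteria met; inactive = neither criterion met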;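 also: higher luciferase means less miR-122 activity so hits act as miR-122 inhibitors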
# SIRT5 inh: inhibitors of human sirtuin-5 desuccinylase | Q9NXA8 | Purified SirT5, succinyl-peptide AMC, trypsin-coupled fluorescence | inhibition, % at 15 µM | hit rate 1.1% among 330,000; in the data active = inhibition above about 15%; inconclusive = no clear call, values can overlap the other calls
# Target sequence (Q9NXA8 whole entry, looked up): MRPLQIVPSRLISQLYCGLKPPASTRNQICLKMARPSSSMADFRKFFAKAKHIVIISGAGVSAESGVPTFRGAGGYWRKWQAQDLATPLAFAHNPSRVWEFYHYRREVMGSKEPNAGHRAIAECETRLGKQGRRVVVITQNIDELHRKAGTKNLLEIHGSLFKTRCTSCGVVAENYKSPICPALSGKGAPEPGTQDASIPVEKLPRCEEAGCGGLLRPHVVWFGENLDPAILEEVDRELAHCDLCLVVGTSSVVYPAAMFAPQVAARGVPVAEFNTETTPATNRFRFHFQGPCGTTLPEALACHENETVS
# * = called active by the depositor; ? = inconclusive; / = no result given; & = joins results of further samples; [ ] = remark or other dose. Rows were taken by chance (roughly 4% active in at least one column).
SMILES,Cneo AK release,esBAF inh,C2C12 statin,ARNT TACC3 PPI,ERp5 inh,miR-122 sensor,SIRT5 inh
Cc1ccc(S(=O)(=O)N(C)C[C@H]2OCCCC[C@@H](C)Oc3ccc(NS(=O)(=O)c4cn(C)cn4)cc3C(=O)N([C@H](C)CO)C[C@@H]2C)cc1,0,-2,/,-15,-3,-2[16.7 µM],0
N#CCc1ccc(NC(=O)c2cc(S(=O)(=O)N3CCOCC3)ccc2Cl)cc1,2,5,14,-3,4,/,-5
Cc1c(O[C@@H]2O[C@H](CO)[C@@H](O)[C@H](O)[C@H]2O)c(CO)c(O[C@@H]2O[C@H](CO)[C@@H](O)[C@H](O)[C@H]2O)c2c1O[C@@H](c1ccccc1)C[C@@H]2O,5,-5,-11,0,-1,/,0
O=C(Nc1ccc2c(c1)OCO2)c1ccc(CO)cc1,1,38,-1,-1,7,/,0
O=C(Nc1cscc1S(=O)(=O)c1ccccc1)c1ccccc1Cl,-1,/,/,1,9,5,/
CCN(c1ccc(OC)cc1)S(=O)(=O)c1nnc(NC(=O)CC(C)C)s1,-1,-2,-2,-10,2,-1,-2
O=C(NCc1ccc(Cl)cc1)c1cc(=O)nc2sc(-c3ccccc3)nn12,0,-15,10,8,-3,-41,-2
O=C(Nc1ccc(F)cc1)N1C[C@@H]2[C@H](c3ccccc31)[C@@H](CO)N2C(=O)c1ccccc1,-4,3,-13,-3,-4,30[16.7 µM],-1
COc1ccc(NC(C)=O)cc1NC(=O)CSc1nnc(-c2ccccn2)n1C,6,1,3,19,/,-6,/
C[C@@H]1CN([C@@H](C)CO)C(=O)c2cc(NS(C)(=O)=O)ccc2O[C@@H]1CN(C)S(=O)(=O)c1ccccc1,0,-5&-2,0,-8,-15,4[16.7 µM],-4
Cc1ccc(-c2nc(CS(=O)CC(=O)NCc3ccccc3)c(C)o2)cc1 (configuration not stated),8,1,-3,34,-1,/,1
Cc1nnc(SCCn2c(N3CCN(C)CC3)nc3c2c(=O)n(C)c(=O)n3C)s1,3,/,/,3,/,1,/
CN(C)CCN(Cc1ccccc1)c1nccc(N(C)C)c1C#N,1,-4,2,0,13,/,-7
COc1c(S(=O)(=O)n2nc(C)cc2C)ccc(Cl)c1Cl,-1,-6,10,-14,/,59,/
O=c1[nH]cnc2scc(C3COc4ccccc4O3)c12 (configuration not stated),-2,14,-7,-17,/,2,/

# Shown tab-delimited: part of the list above
smiles	Cneo AK release	esBAF inh	C2C12 statin	ARNT TACC3 PPI	ERp5 inh	miR-122 sensor	SIRT5 inh
Cc1ccc(S(=O)(=O)N(C)C[C@H]2OCCCC[C@@H](C)Oc3ccc(NS(=O)(=O)c4cn(C)cn4)cc3C(=O)N([C@H](C)CO)C[C@@H]2C)cc1	0	-2	/	-15	-3	-2[16.7 µM]	0
N#CCc1ccc(NC(=O)c2cc(S(=O)(=O)N3CCOCC3)ccc2Cl)cc1	2	5	14	-3	4	/	-5
Cc1c(O[C@@H]2O[C@H](CO)[C@@H](O)[C@H](O)[C@H]2O)c(CO)c(O[C@@H]2O[C@H](CO)[C@@H](O)[C@H](O)[C@H]2O)c2c1O[C@@H](c1ccccc1)C[C@@H]2O	5	-5	-11	0	-1	/	0
O=C(Nc1ccc2c(c1)OCO2)c1ccc(CO)cc1	1	38	-1	-1	7	/	0
O=C(Nc1cscc1S(=O)(=O)c1ccccc1)c1ccccc1Cl	-1	/	/	1	9	5	/
CCN(c1ccc(OC)cc1)S(=O)(=O)c1nnc(NC(=O)CC(C)C)s1	-1	-2	-2	-10	2	-1	-2
O=C(NCc1ccc(Cl)cc1)c1cc(=O)nc2sc(-c3ccccc3)nn12	0	-15	10	8	-3	-41	-2
O=C(Nc1ccc(F)cc1)N1C[C@@H]2[C@H](c3ccccc31)[C@@H](CO)N2C(=O)c1ccccc1	-4	3	-13	-3	-4	30[16.7 µM]	-1
COc1ccc(NC(C)=O)cc1NC(=O)CSc1nnc(-c2ccccn2)n1C	6	1	3	19	/	-6	/
C[C@@H]1CN([C@@H](C)CO)C(=O)c2cc(NS(C)(=O)=O)ccc2O[C@@H]1CN(C)S(=O)(=O)c1ccccc1	0	-5&-2	0	-8	-15	4[16.7 µM]	-4
Cc1ccc(-c2nc(CS(=O)CC(=O)NCc3ccccc3)c(C)o2)cc1 (configuration not stated)	8	1	-3	34	-1	/	1

# Later entries:
SMILES,Cneo AK release,esBAF inh,C2C12 statin,ARNT TACC3 PPI,ERp5 inh,miR-122 sensor,SIRT5 inh
CCCC#Cc1ccc([C@H]2[C@@H](CO)N3CCCCN(Cc4cncnc4)C[C@H]23)cc1,0,/,/,4,/,65[16.7 µM],/
CCOC(=O)CC1ON(C)C(=O)N1c1ccc(Cl)cc1Cl (configuration not stated),-2,2,/,17,/,2,/
CCOC(=O)N1CCC(Nc2c(NCCCN(CC)c3cccc(C)c3)c(=O)c2=O)CC1,-5,-8,-2,-8,3,0,1
CO[C@@H]1CN(C)C(=O)c2ccc(NS(C)(=O)=O)cc2OC[C@H](C)N(C(=O)CC2CC2)C[C@H]1C,8,6,6,-5,-3,-2[16.7 µM],-8
CCOc1ccc(C(=O)COC(=O)Cn2cnc3c2c(=O)n(C)c(=O)n3C)cc1,0,-4,9,0,0,-5,1
O=c1[nH]c(Cc2ccc(F)cc2)nc2scc(-c3ccc(F)cc3)c12,-1,47*,-1,-5,-8,-7,21*
CCOC(=O)C1CCN(S(=O)(=O)c2c(C)noc2C)CC1,0,-6,2,-6,4,/,1
CCC(C)c1ccccc1NC(=O)C(C)N(C)Cc1cccc(OC)c1 (configuration not stated),-1,/,/,-9,-1,/,-2
CC1CCCCN1C(=O)CN1C(=O)CN(C)C(=O)c2ccccc21 (configuration not stated),1,3,/,8,/,2,/
CCOC(=O)CNC(=O)COc1ccc(Cl)cc1Br,-2,11,-1,7,/,-7,/
COc1ccc(NS(=O)(=O)c2cccc(C(=O)NN=Cc3ccc(OC)c(O)c3)c2)cc1,-1,-3,6,-2,4,-1,/
O=C(C1CCOCC1)N1C[C@@H]2[C@H](c3ccccc31)[C@@H](CO)N2Cc1ccc(Cl)cc1,1,-4,-1,-3,1,-7[16.7 µM],4
O=S(=O)(O)c1nc2ccccc2[nH]1,2,-2,0,-9,1,-4,-3
Cc1nnc(SCC(=O)Nc2ccccc2NC(=O)CSc2nnc(C)s2)s1,2,-4,/,1,/,0,/
COC(C[C@H](O)C[C@H](O)[C@H](C)OCc1ccccc1)OC,-2,9,3,-1,-10,-1,/
Fc1ccccc1CSc1ncnc2c1ncn2C1CCCCO1 (configuration not stated),-1,38,2,-6,-2,/,-2
CCOc1ccc(N(CC(N)=O)S(=O)(=O)c2ccc(F)cc2)cc1,-2,-8,32,1,/,6,/
COc1ccc(CC(=O)NCCCc2ccccc2)cc1OC,-4,-5,13,16,-1,/,-1
COc1ccccc1NC(=O)Cc1noc(CSc2cccc[n+]2[O-])n1,0,/,/,-2,/,-3,/
O=c1[nH]c2cc(O)ccc2c2ccccc12,-1,-8,-13,/,3,3,/
CO[C@@H]1CN(C)C(=O)c2cc(NC(=O)CC(F)(F)F)ccc2OC[C@@H](C)N(C(=O)C2CCCC2)C[C@H]1C,6,-7,-1,2,1,7[16.7 µM],/
COc1ccc(CN(C)C[C@@H]2Oc3c(NC(=O)Nc4ccc(C(F)(F)F)cc4)cccc3C(=O)N([C@H](C)CO)C[C@H]2C)cc1,1,1,-4,-3,-2,-9[16.7 µM],0
CCCn1ncc(CN2CCC(C(=O)Nc3cccc(-c4cccc(F)c4)c3)CC2)c1C,0,-13,1,/,1,5,2
Cc1cccc(N2CCN(C(=O)CCCn3c(=S)[nH]c4cc5c(cc4c3=O)OCO5)CC2)c1C,2,1,13,4,/,-7,/
CO[C@@H]1CN(C)C(=O)c2ccc(NC(=O)CN(C)C)cc2OC[C@@H](C)N(C(=O)C2CCOCC2)C[C@H]1C,-5,0,4,-5,6,/,-2
CCn1c(SCC(=O)Nc2ccc(OC)c(OC)c2)nc2c(c1=O)SCC2,-2,0,0,-1,1,/,3
COc1ccc(NC(=O)Cn2nc(C(F)(F)F)c3c2CCCC3)c(OC)c1,13,7,11,-3,/,3,/
COc1cc(/C=C(/C#N)C(=O)Nc2cc(C(F)(F)F)ccc2Cl)ccc1OCC(=O)Nc1cccc(C(F)(F)F)c1,/,/,/,-8,1,-8,16*
CC(=O)c1cc(CN2CCC(N3CCC(C(=O)N4CCCC4)CC3)CC2)cs1,/,/,/,-24,8,2,-3
O=C(O)c1ccc(NC(=O)c2cn(-c3ccccc3)nc2-c2ccc(Cl)cc2)cc1,-14,29,15,3,-4,2,4
CCOc1cccc2c1OC1(C)CC2NC(=O)N1Cc1ccccc1 (configuration not stated),1,-5,-9,2,4,23,-3
CC(=O)Nc1cccc(NC(=O)CSc2nnc(Cc3cccn3C)n2-c2ccc(F)cc2)c1,0,2,2,-28,7,0,-2
COc1cccc(C(=O)NCCC2=CCCCC2)c1,-4,-9,-11,-3,/,-8,/
c1ccc(-n2cnc3ccccc32)cc1,/,/,/,-3,-10,/,-3
COc1cccc(NC(=O)Nc2ccc3c(c2)C(=O)N(C)C[C@H](OC)[C@@H](C)CN(C)[C@H](C)CO3)c1,-5,4,6,4,-3,/,/
CSc1ccccc1NC(=O)Nc1cccc(Cl)c1Cl,0,18,18,-6,/,3,/
Cc1ccc(S(=O)(=O)NCC(=O)N2CCN(S(=O)(=O)c3ccc(Cl)cc3)CC2)cc1C,1,-3,8,-2,-7,-3,0
CC(Cc1cccs1)NC(=O)c1cccs1 (configuration not stated),4,?,0,/,1,-3,1
C=CCN(C(=O)c1ccccc1)c1ccc(OC)cc1,8,13,/,/,/,24,/
COC(=O)c1ccc(/C=N/N2CCN(Cc3ccc(Cl)cc3)CC2)cc1,0,/,/,/,0,-1,-2
Cc1ccc(OCC(=O)OC(C)C(=O)NC2CCCCC2C)cc1C (configuration not stated),-1,-5,-6,-4,4,-1,-1
COC(=O)c1[nH]c2cc(OC)ccc2c1NC(=O)CCN1CCSCC1,0,-4,0,-5,/,-7,/
COc1ccc(C(=O)CCC(=O)N2CCN(c3ccc(N4CCOCC4)nn3)CC2)cc1,-2,4,2,-1,2,2,/
CC(=O)n1cc([C@H]2C=C(C(=O)N3CCOCC3)O[C@@H](OCc3ccc(CO)cc3)C2)c2ccccc21,50&6,-8,2,0&-4,5&5,-3,0&-7
CSc1ncnc2c1ncn2CCCNCc1ccc2c(c1)OCO2,1,4,14,/,9,-8,-6
Cc1cc(C)c(NC(=O)C(C)c2cccc(C(=O)c3ccccc3)c2)c(C)c1 (configuration not stated),/,-4,10,-7,?,-2,2
CC(Oc1ccccc1)C(=O)Nc1ccc(F)c(S(=O)(=O)N2CCOCC2)c1 (configuration not stated),0,-4,7,-3,2,/,0
C[C@@H]1CCCCO[C@@H](CN(C)S(=O)(=O)c2cn(C)cn2)[C@@H](C)CN([C@H](C)CO)C(=O)c2cc(NC(=O)NC3CCCCC3)ccc2O1,8,-3,/,0,-4,7[16.7 µM],1
CCn1c(SCC(=O)NCc2ccc(F)cc2)nc2c(c1=O)SC(C)C2 (configuration not stated),3,-5,-1,23,-5,-8,0
C[C@H](CO)N1C[C@H](C)[C@@H](CN(C)Cc2ccc(C(=O)O)cc2)Oc2ncc(C3=CCCC3)cc2C1=O,4,-6,-20,-3,0,0[16.7 µM],2
COc1ccc(NC(=O)CN2C(=O)NC3(CCCCC3C)C2=O)cc1OC (configuration not stated),0,-1,3,/,-6,/,2

# Two entries from above, field by field:
CC(Oc1ccccc1)C(=O)Nc1ccc(F)c(S(=O)(=O)N2CCOCC2)c1 (configuration not stated)
- Cneo AK release: 0
- esBAF inh: -4
- C2C12 statin: 7
- ARNT TACC3 PPI: -3
- ERp5 inh: 2
- miR-122 sensor: /
- SIRT5 inh: 0
C[C@@H]1CCCCO[C@@H](CN(C)S(=O)(=O)c2cn(C)cn2)[C@@H](C)CN([C@H](C)CO)C(=O)c2cc(NC(=O)NC3CCCCC3)ccc2O1
- Cneo AK release: 8
- esBAF inh: -3
- C2C12 statin: /
- ARNT TACC3 PPI: 0
- ERp5 inh: -4
- miR-122 sensor: 7[16.7 µM]
- SIRT5 inh: 1
